NPR1 activator = GC-A (human) enzyme activation; P16066; HEK293 GC-A cells, cGMP TR-FRET, EC30 ANP; 0% at EC30 ANP, 100% saturating ANP; activation, % at 10 µM; 370,000 tested, 0.14% active; AID 1671463; in the data active means activation above about 40%
NPR2 activator = GC-B (human) receptor activation; P20594; HEK293-GC-B cells, CNP EC30, cGMP TR-FRET; 0% at EC30 CNP, 100% saturating CNP; activation, % at 10 µM; 370,000 tested, 0.11% active;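 active means activation at 10 µM reaching about 35% in either raw or pattern-adjusted values, limit read from the data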
Target sequence (P20594 whole entry, looked up): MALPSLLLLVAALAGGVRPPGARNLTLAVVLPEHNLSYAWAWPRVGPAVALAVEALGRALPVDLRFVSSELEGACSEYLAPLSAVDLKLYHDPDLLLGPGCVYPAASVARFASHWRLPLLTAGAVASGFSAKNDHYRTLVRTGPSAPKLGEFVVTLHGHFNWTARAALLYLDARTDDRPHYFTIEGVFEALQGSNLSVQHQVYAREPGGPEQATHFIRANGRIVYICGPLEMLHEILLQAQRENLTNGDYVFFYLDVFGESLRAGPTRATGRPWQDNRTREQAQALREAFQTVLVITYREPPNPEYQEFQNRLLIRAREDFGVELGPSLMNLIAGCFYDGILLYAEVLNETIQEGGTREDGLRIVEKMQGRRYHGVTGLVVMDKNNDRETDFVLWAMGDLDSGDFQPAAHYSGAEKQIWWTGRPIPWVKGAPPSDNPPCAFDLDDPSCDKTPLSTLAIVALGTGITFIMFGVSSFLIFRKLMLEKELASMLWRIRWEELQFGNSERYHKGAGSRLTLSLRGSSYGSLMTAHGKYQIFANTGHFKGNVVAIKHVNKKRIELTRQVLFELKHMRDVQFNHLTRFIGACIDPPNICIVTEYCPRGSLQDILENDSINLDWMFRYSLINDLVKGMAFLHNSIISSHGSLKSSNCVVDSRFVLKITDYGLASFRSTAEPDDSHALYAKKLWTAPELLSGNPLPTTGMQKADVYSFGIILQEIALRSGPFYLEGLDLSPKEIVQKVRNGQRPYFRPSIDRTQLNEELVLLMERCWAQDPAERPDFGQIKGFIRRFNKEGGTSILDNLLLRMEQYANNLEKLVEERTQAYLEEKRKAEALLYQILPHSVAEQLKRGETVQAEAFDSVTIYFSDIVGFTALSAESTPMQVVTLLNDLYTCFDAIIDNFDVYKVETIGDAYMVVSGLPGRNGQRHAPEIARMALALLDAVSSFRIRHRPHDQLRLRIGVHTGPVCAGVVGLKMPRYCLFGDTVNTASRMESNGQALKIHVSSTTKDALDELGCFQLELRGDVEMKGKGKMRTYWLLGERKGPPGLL
UHRF1 MBD2 ctr = blocks human UHRF1 binding to methylated DNA. Q96T88. UHRF1 binding to methylated oligo, TR-FRET. inhibition, % at 4.4 µM. 370,000 tested, 0.75% active. AID 687016; in the data active means inhibition above about 21%;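 further: UHRF1 SRA domain binding a hemimethylated CpG hairpin DNA probe; 0% = median of test compound wells and 100% = reference inhibitor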
PRMT1 inh = PRMT1 (human) inhibition, primary screen; recombinant PRMT1, activity-based probe fluorescence polarization; 370,000 tested, 1.3% active; inhibition, % at 2.79 µM;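 active means inhibition above about 21% made by adding two undisclosed values, limit read from the data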
SIAE inh = inhibitors of human sialic acid acetylesterase SIAE. SIAE FP-Rh probe binding, fluorescence polarization. inhibition, % at 9.66 µM. 370,000 tested, 0.69% active;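 active means inhibition above a cutoff: mean of compounds within the control limits plus 3 SD of those, cut at about 17% in these data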;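 further: 0% = plate median of compound wells and 100% = probe without SIAE protein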
rCAG RNA binder = binds r(CAG) RNA repeats. r(CAG) RNA repeat, TO-PRO-1 dye displacement fluorescence. inhibition, % at 3 µM. 370,000 tested, 1.3% active. AID 651821;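 active means inhibition above the plate cutoff, the mean of all test compounds on that plate plus 3 SD, cut at about 35% in these data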;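 further: 0% = DMSO alone and 100% = 100 µM mitoxantrone as full dye displacement; higher means more dye released from RNA so lower well fluorescence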
HTRA1 inhibitor = inhibitors of human serine peptidase HTRA1; Q92743; 340,000 tested, 0.5% active; recombinant HTRA1, FP-rhodamine activity-based probe, fluorescence polarization; inhibition, % at 5.96 µM; in the data active means inhibition above about 36%;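 further: 0% = enzyme with DMSO and 100% = wells lacking enzyme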
TCR-CD3 inh = inhibitors of human TCR-CD3 interaction; TAMRA-labeled TCR probe fluorescence, biochemical; inhibition, % at 9.4 µM; 360,000 tested, 0.37% active; in the data active means inhibition above about 19%;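 further: recombinant mutant TCR 2C K166C tagged with TAMRA read by polarization; 0% = receptor in buffer alone and 100% = receptor with positive control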
ABHD4 inh = inhibits mouse alpha/beta hydrolase domain 4; Q8VD66; purified mABHD4, FP-Rh probe fluorescence polarization; inhibition, % at 8.92 µM; 370,000 tested, 0.54% active; AID 720543;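 active means inhibition exceeding the mean over every tested compound plus 3 SD, cut at about 30% in these data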;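 further: 0% = plate median of compound wells and 100% = S159A mutant with DMSO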
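Test system: mABHD4 protein; Read-out basis: % inhibition; Incubation: 45 min + 60 min at 25 °C; Repeats: single replicate; Technique: fluorescence polarization with parallel and perpendicular emission, 525/598 nm; Compound: 8.92 µM, single dose; Benchmarks: full inhibition S159A mutant plus DMSO, zero as sample-well median.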
MBD2 DNA inh = blocks human MBD2 binding to methylated DNA | AID 686964 | inhibition, % at 4.4 µM | 370,000 tested, 0.31% active | TR-FRET, MBD2 binding to methylated oligonucleotide; in the data active means inhibition above about 13%
Starred values were filed as active, the others as inactive; . = not tested or not shown. This is a subset (hit frequency here may not be typical).

nr | structure | NPR1 activator | NPR2 activator | UHRF1 MBD2 ctr | PRMT1 inh | SIAE inh | rCAG RNA binder | HTRA1 inhibitor | TCR-CD3 inh | ABHD4 inh | MBD2 DNA inh
1 | CCc1ccc(N2CC34C=CC(O3)C(C(=O)OC)C4C2=O)cc1 (stereo not given) | -1 | 4 | -1 | 0 | -3 | 1 | 1 | 7 | 5 | -1
2 | CN(C)S(=O)(=O)c1cccc(C(=O)NCCCn2ccnc2)c1 | 0 | 5 | 0 | 0 | -3 | -3 | 4 | -1 | 7 | 2
3 | COc1cc(OC)cc(C(=O)N[C@H](C(=O)Nc2ccc(S(=O)(=O)N(C)C)cc2)C(C)C)c1 | -8 | -4 | 3 | 5 | 0 | 5 | -13 | -2 | -3 | 4
4 | CCOc1ccc(OCC)c(S(=O)(=O)NCc2ccccn2)c1 | -2 | 6 | 0 | -6 | -1 | 0 | -8 | 5 | 0 | -3
5 | COC(=O)[C@]12C[C@H](CC(=O)N3CCCCC3)C(=O)N(Cc3ccc4c(c3)OCO4)C1=C[C@H](C(C)C)O[C@@H]2C1CC1 | -8 | -11 | 0 | -4 | 3 | 1 | . | . | -4 | 0
6 | COCCCNC(=O)C[C@@H]1C[C@@]2(C(=O)OC)CC(C)(C)CC=C2N(Cc2ccc3c(c2)OCO3)C1=O | -4 | 2 | -1 | 2 | 6 | -2 | . | -1 | -3 | 1
7 | CCN(CC)S(=O)(=O)c1cccc(C(=O)N[C@H](C(=O)NCc2ccc(Cl)cc2)C(C)C)c1 | 9 | 3 | 0 | 2 | 3 | 2 | -13 | -5 | -2 | 4
8 | CN(C)CCNc1ncnc2c1sc1nc(N3CCCC3)c3c(c12)CC(C)(C)OC3 | 16 | 9 | 23* | -2 | -4 | 12 | -4 | 0 | 2 | 9
9 | COc1cccc(NC(=O)CN(C)C(=O)/C=C/c2cn(-c3ccccc3)nc2-c2cccs2)c1 | 2 | 5 | -4 | -1 | -75 | 17 | -94 | 6 | -86 | -3
10 | COc1ccc(C2N(Cc3ccccc3)CC(=O)N2/N=C(\C)c2ccccc2)cc1 (stereo not given) | -11 | -8 | 2 | -1 | -1 | -2 | -2 | -4 | -7 | 2
11 | CCCNC(=O)CS(=O)Cc1nc(-c2cccc(OC)c2)oc1C (stereo not given) | 0 | 4 | -1 | -4 | -3 | 2 | -1 | 3 | -6 | -2
12 | CCOC(=O)C1=C(C)NC(=O)NC1c1ccc(OC)c(CN2CCOCC2)c1 (stereo not given) | -7 | -7 | 0 | -1 | 7 | 0 | -2 | 8 | 0 | 2
13 | CCN(CC)c1ccc(-c2nn3c(-c4cccnc4)nnc3s2)cc1 | 5 | 13 | -4 | -3 | -2 | 7 | -8 | 7 | -8 | -8
14 | CC(C)CC(N)c1csc(Nc2cnccn2)n1 (stereo not given) | -7 | -8 | -2 | -3 | -4 | 4 | . | 0 | -5 | -4
15 | CCOC(=O)c1ccccc1NC(=O)c1cccc(F)c1 | -5 | -7 | -3 | -1 | 1 | -1 | -16 | 5 | -4 | 3
16 | O=C(Nc1ccc2nc(-c3ccccc3)[nH]c2c1)c1ccco1 | 24 | 20 | -3 | -4 | -3 | 1 | -10 | 4 | -4 | 3
17 | CC(=O)Nc1cccc(-c2ccnc3c2CC(C(=O)NCc2cccnc2)O3)c1 (stereo not given) | 2 | 0 | 1 | 4 | -3 | 0 | . | -10 | 2 | 1
18 | COc1nc(C)ccc1-c1noc(-c2ccco2)n1 | 4 | 1 | -3 | -2 | 8 | 1 | -3 | -2 | 0 | -1
19 | CCC1=C(OC(=O)N(CC)CC)N2C(=O)OC(=NCC(=O)OC)[C@]2(C)[C@H]2C1=CC[C@H]1C(=O)N(CC)C(=O)[C@H]12 | 1 | 3 | -1 | -1 | 7 | -9 | -2 | 11 | 4 | 1
20 | CCCC1=Nc2cc(C(=O)NCc3ccco3)ccc2Sc2ccccc21 | -3 | -3 | 1 | 0 | -2 | 2 | -45 | 3 | -17 | -3
21 | O=S(=O)(c1ccccc1)c1nc(NCc2ccccc2)sc1Cl | 1 | -3 | 2 | -2 | -14 | 1 | -40 | -11 | -24 | 4
22 | Cc1ccc(OCCn2cnc3c(N)ncnc32)cc1 | 0 | 3 | 0 | -1 | 3 | -4 | -5 | 11 | -1 | 0
23 | CSc1ccc(S(=O)(=O)NCc2ccc(C)cc2)cc1 | 4 | 1 | 3 | 2 | 5 | 2 | -8 | -3 | -2 | -1
24 | COc1ccc(CCNC(=O)CSc2nnc(-c3ccccc3)c3ccccc23)cc1OC | -6 | -2 | -2 | -2 | 13 | -6 | -2 | 5 | -2 | 2
25 | N#C/C(=C\c1ccc(O)cc1)c1nc2ccccc2o1 | -4 | 2 | -3 | -8 | -9 | 14 | -22 | -5 | -18 | -7
26 | O=Cc1ccc(OCc2ccc3ccccc3c2)cc1 | 1 | -2 | -3 | -10 | -1 | 1 | -33 | 8 | -13 | 1
27 | Cc1ccccc1-c1nc(CN(Cc2c(C)nn(C)c2C)C2CC2)c(C)o1 | -1 | -3 | 0 | 3 | 3 | -12 | -3 | -4 | -5 | -2
28 | Cc1ccc(C(=O)N2CCCC(C(F)(F)F)C2)cc1S(=O)(=O)N1CCOCC1 (stereo not given) | -2 | 1 | -2 | -5 | -3 | -2 | 4 | -2 | 3 | 2
29 | O=[N+]([O-])c1ccccc1S(=O)(=O)Nc1ccc(-c2ccc3nncn3n2)cc1 | -2 | -9 | -3 | 0 | -6 | 8 | 0 | 7 | -4 | -6
30 | CC1CCN(C(=O)Cn2c(=O)c3cccn3c3ccccc32)CC1 | -3 | -1 | 0 | 1 | -1 | 2 | 5 | 1 | 2 | -5
31 | CCCN1CCC(NCc2cn(C)nc2-c2ccc(Oc3ccccc3)cc2)CC1 | -2 | -5 | -4 | -3 | 9 | -13 | 2 | 1 | -2 | -5
32 | O=C(O)CSc1c2c(nc3cc(C(=O)N4CCCC4)ccc13)CCCC2 | 4 | -3 | -2 | -1 | -7 | 2 | -2 | 2 | 3 | -3
33 | COc1cc(CC(=O)OCC(=O)Nc2sccc2C(N)=O)cc(OC)c1OC | 6 | -7 | 4 | 1 | -6 | 3 | -6 | 2 | -2 | 4
34 | CN(Cc1ccc2c(c1)OCCO2)C(=O)CN1C(=O)NC2(CCCCC2)C1=O | 0 | -1 | -1 | -1 | -3 | -4 | 1 | 6 | -6 | 2
35 | C=CC[C@H]1CC(C)=C[C@H](CC=C)N1 | 3 | 0 | -2 | -2 | -3 | 2 | 4 | -5 | 8 | 0
36 | Cn1cnnc1SC(C(=O)c1ccccc1)c1ccccc1 (stereo not given) | -6 | -7 | 5 | -1 | -3 | 2 | -7 | 1 | 9 | -3
37 | Cc1ccc(C=Nc2ccc(N(C)C)cc2)o1 | -9 | -27 | 1 | 12 | 10 | 9 | 52* | 8 | 40* | -11
38 | Cc1ccc(-c2nc3cccnc3s2)cc1NS(C)(=O)=O | 0 | -2 | -4 | -2 | -3 | 8 | -5 | -5 | -6 | -2
39 | COc1cccc(N(C(=O)c2snc(C(N)=O)c2N)C(C(=O)NCC2CCCO2)c2c[nH]c3ccccc23)c1 (stereo not given) | -23 | -16 | 4 | -2 | -3 | 11 | -6 | 0 | -2 | -3
40 | COc1ccccc1OCC(=O)N/N=C1\CCCCc2ccccc21 | -6 | -9 | 0 | 0 | 6 | -6 | 1 | -1 | 1 | -1
41 | Cc1c(Cl)cccc1S(=O)(=O)Nc1ccnn1C | 7 | 6 | 1 | 5 | 0 | 1 | -5 | -3 | -2 | 0
42 | COc1ccc(CCN(C)C(=O)c2cc(-c3ccc(C)cc3)nc3ccccc23)cc1OC | 8 | 7 | 0 | 2 | 0 | -5 | -6 | 3 | 6 | 1
43 | O=C(NCC(=O)N(CC1CCCO1)C(C(=O)NC1CCCC1)c1cccnc1)c1ccco1 (stereo not given) | -1 | 1 | 1 | 0 | -3 | -4 | 7 | -3 | 3 | 1
44 | O=C(O)CCCc1nc(-c2ccccc2)no1 | 1 | -2 | -1 | 2 | 8 | 3 | -1 | 5 | -3 | -1
45 | O=C(NC1CCCCN(Cc2cccc(Cl)c2)C1=O)c1ccccn1 (stereo not given) | -5 | 5 | -1 | 3 | -1 | 1 | . | . | 4 | 5
46 | COc1ccc(C2CC(c3ccc(Cl)cc3Cl)Nc3nc(N)nn32)cc1 (stereo not given) | -1 | 2 | -2 | 1 | 9 | 2 | -2 | 6 | 6 | -4
47 | Cc1ccc(-c2c(C(=O)NC3CCCC3)oc(=O)c3ccccc23)cc1 | -16 | -8 | 2 | -7 | 4 | 3 | . | . | -9 | 4
48 | C#CCOCCOCCOCCNc1nc(N2CCOCC2)nc(N2CCN(C(=O)[C@H](C)n3cc(CCCN=C(N)N)nn3)CC2)n1 | 2 | 4 | 1 | 0 | 8 | -2 | 2 | 3 | 3 | 0
49 | COc1ccccc1N1C(=O)C2CC(C)=C(C)CC2C1=O (stereo not given) | 2 | 0 | 1 | -2 | 3 | -3 | -10 | 2 | -2 | -1
50 | CC(=O)c1cc2c(cc1NC(=O)CN1CCCCCC1)OCO2 | -3 | 1 | -3 | -3 | 7 | -7 | -3 | -4 | 7 | 1
51 | O=C(CCSc1nnc2scc(-c3ccccc3)n12)Nc1nc(-c2ccccc2)ns1 | 0 | 3 | 2 | 0 | -3 | 6 | 11 | -3 | -1 | -3
52 | Cc1cccc(OCC(=O)NNC(=O)C2CCN(c3ncnc4sc(C)c(C)c34)CC2)c1 | -11 | -4 | 2 | -1 | -4 | -2 | -8 | -5 | -8 | -4
53 | O=S(=O)(c1cccc2cccnc12)n1cnc2ccccc21 | -11 | -1 | 4 | 3 | 6 | 0 | 9 | -5 | -11 | 4
54 | CC(=O)c1ccc(NC(=O)c2ccc(-n3cnnn3)cc2)cc1 | -1 | -2 | 0 | -1 | -4 | 7 | 2 | 3 | -4 | -1
55 | COc1ccc(OCCSc2nnc(CCNC(=O)c3ccc(Cl)c(Cl)c3)n2C)cc1 | -20 | -12 | 5 | -1 | -2 | -2 | -4 | -8 | 8 | -1
56 | CCOC(=O)Nc1nc2ccccc2s1 | 9 | 3 | -2 | -4 | 3 | 1 | -6 | 5 | -4 | 2
57 | CCCCCCCNC(=O)COc1ccc2c(c1)C(=O)CC(C)(C)O2 | -2 | 4 | 3 | 0 | 3 | -4 | -5 | -2 | -2 | 0
58 | O=C(Nc1ccc(F)cc1)C(c1cccc(F)c1)N1CCN(CC(=O)N2CCCC2)CC1 (stereo not given) | 0 | -11 | 0 | 3 | 7 | -1 | . | 1 | 2 | -1
59 | O=C(NCCc1ccccn1)c1cc(-c2ccccc2Cl)nc2ccccc12 | 2 | 3 | 2 | 0 | -8 | -2 | 0 | 4 | -2 | 5
60 | O=C1Nc2ccccc2/C1=N\N1CCOCC1 | 0 | 2 | -1 | -1 | 6 | -1 | 6 | -4 | 3 | -2
61 | N#C/C(C(=O)NCc1ccccc1)=C1/N=C(NC(=O)c2ccco2)c2ccccc21 | -3 | 5 | -2 | -7 | 3 | 0 | 5 | 0 | -3 | 3
62 | O=C(OCc1nnc(-c2ccccc2)o1)c1ccco1 | -4 | 3 | 4 | 4 | -7 | 1 | 3 | 4 | -16 | 8

Compound activity: PubChem, several laboratories
